Assay outcomes deposited in PubChem by several laboratories.
PvdQ inh = blocks Pseudomonas aeruginosa PvdQ acylase activity | actives 0.063% (n = 340,000) | purified PvdQ acylase, fluorescence plate reader | AID 488965 | inhibition, % at 10 µM; in the data active means inhibition above about 30%, passing the limit was not always enough; inconclusive means no clear call, values can overlap the other calls;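 further: 0% = vehicle neutral wells and 100% = reference inhibitor wells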
NSD2 inh = NSD2 (human) methyltransferase inhibition. O96028. NSD2 peptide methylation, AlphaScreen, 120 min. inhibition, % at 12.5 µM. actives 0.54% (n = 310,000); in the data active means inhibition above about 50%
MITF act = MITF TRPM1 promoter activation in melanoma cells | SK-MEL-5 TRPM1-promoter luciferase, 24 h; % of positive control, neutral wells = 0 | activation, % at 12.5 µM | actives 0.75% (n = 300,000);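 active means mean activation of at least 80% with every replicate also reaching 80%; inconclusive means mean reaches 80% but some replicate falls short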;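 further: 0% = neutral control wells and 100% = parthenolide positive control wells; values of inactives mirror those of a sister screen read the other way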
SR-BI DiI inh = mouse SR-BI HDL lipid transfer inhibition; Q61009; ldlA[mSR-BI] CHO cells, DiI-HDL uptake fluorescence, 3 h; inhibition, % at 12.5 µM; actives 0.96% (n = 320,000); AID 488896;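 active means mean replicate inhibition of at least 70% and a set share of replicates each scoring 70 or more; inconclusive means meets just one of the two criteria; inactive means fails both criteria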;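 further: 0% = median of neutral control wells and 100% = median of positive control wells; values of inactives mirror those of a sister screen read the other way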
Target sequence (Q61009 whole entry, looked up): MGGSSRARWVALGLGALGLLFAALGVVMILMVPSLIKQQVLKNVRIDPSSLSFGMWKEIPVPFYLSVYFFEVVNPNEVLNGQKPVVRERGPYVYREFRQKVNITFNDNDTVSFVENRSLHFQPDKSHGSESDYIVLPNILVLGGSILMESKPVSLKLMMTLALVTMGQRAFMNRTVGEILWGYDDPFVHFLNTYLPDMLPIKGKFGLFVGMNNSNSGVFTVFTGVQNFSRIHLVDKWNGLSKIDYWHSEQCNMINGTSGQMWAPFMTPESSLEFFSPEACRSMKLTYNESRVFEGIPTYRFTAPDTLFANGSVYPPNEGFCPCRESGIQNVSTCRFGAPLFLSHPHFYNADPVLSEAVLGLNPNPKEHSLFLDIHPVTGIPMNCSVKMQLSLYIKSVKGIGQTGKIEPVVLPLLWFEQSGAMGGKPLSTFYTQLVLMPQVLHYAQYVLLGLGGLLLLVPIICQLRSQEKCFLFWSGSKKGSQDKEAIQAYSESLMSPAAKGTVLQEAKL
V-ATPase pHluor = yeast V-ATPase proton transport regulation by pHLuorin | actives 0.37% (n = 350,000) | S. cerevisiae, pHLuorin cytosolic pH fluorescence | response, % at 10 µM | AID 504577; in the data active means response mostly above about 7.3%, no sharp cut-off; inactive means mostly below about 5.4%; further: actives read high; inactives centre near 0; some compounds called inactive have numbers as strong as hits; reference of the scale not given here
HTR5A ag ctr = counter-screen for OPRM1-OPRD1 agonists: human HTR5A agonism; P47898; HTR5A agonist assay, luminescence, cell-based; actives 0.61% (n = 340,000); activation, % at 9.3 µM; in the data active means activation mostly above about 9.5%, no sharp cut-off; inactive means mostly below about 7.6%;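 further: 0% = cells with vehicle only and 100% = reference agonist; strong numbers were not always called active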
Wnt bcat act = Wnt/beta-catenin pathway activation; activation, % at 9.35 µM; Wnt/beta-catenin reporter cell assay, activator, plate reader; actives 1.2% (n = 300,000); in the data active means activation above about 30%, passing the limit was not always enough; inconclusive means no clear call, values can overlap the other calls;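 further: 0% = neutral control wells and 100% = positive control wells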
CDK5 inh = blocks human CDK5/p35 kinase activity; Recombinant CDK5/p35, ADP-Glo luminescence, 60 min; inhibition, % at 10 µM; actives 0.01% (n = 330,000);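 active means highest replicate inhibition of at least 50% and at least 75% of replicates reaching 50%; inconclusive means only one of the two criteria met; inactive means both criteria failed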;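 further: plate controls were DMSO neutral control for no effect and GW8510 at 10 µM for full effect; many of its hits are not listed in these tables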
HTR5A inv ag = inverse agonist of human HTR5A in OPRM1-OPRD1 counter-screen; actives 0.083% (n = 340,000); AID 504634; P47898; inhibition, % at 9.3 µM; HTR5A cell line, luminescence, inverse agonism; in the data active means inhibition mostly above about 23%, no sharp cut-off; inactive means mostly below about 18%;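 further: 0% = cells with DMSO and 100% = no-cell wells with DMSO; some compounds called inactive have numbers as strong as hits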
dFosB activator = activators of mouse delta FosB homodimer; purified delta FosB, TAMRA-CDK5 oligo fluorescence polarization; percent of positive-control signal above neutral wells; actives 0.99% (n = 340,000); activation, % at 25 µM; AID 493131; P13346;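 active means mean activation above about 17%, with every replicate also reaching it, limit read from the data, passing the limit was not always enough; inconclusive means only one of the two conditions met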;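 further: fluorescence polarization rise as delta FosB binds a TAMRA Cdk5 AP-1 oligo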
Target sequence (P13346 whole entry, looked up): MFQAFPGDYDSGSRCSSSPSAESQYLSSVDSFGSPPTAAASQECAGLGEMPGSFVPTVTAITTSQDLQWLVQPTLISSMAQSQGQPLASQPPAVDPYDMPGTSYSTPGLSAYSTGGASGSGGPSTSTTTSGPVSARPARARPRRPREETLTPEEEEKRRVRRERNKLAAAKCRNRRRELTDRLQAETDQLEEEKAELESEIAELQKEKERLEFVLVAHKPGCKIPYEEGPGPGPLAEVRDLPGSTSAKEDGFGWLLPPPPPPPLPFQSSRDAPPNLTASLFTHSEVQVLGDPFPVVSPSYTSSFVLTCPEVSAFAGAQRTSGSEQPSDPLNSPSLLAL
The depositor's hits bear a star; u = inconclusive; x = no result given.

SMILES | PvdQ inh | NSD2 inh | MITF act | SR-BI DiI inh | V-ATPase pHluor | HTR5A ag ctr | Wnt bcat act | CDK5 inh | HTR5A inv ag | dFosB activator
CCc1nnc(NC(=O)C2CC(=O)N(c3ccc(C)cc3)C2)s1 (centres undefined) | 4 | 13 | -2 | -10 | 0 | 5 | -3 | 3.2 | -14 | 3
CS(=O)(=O)N(CC(=O)Nc1ccc2c(c1)OCO2)c1ccc(Cl)cc1 | -12 | 10 | x | -13 | 0 | 4 | 11 | -0.4 | -11 | -8
CCOC(=O)C1CCN(CC(O)COc2ccc(S(=O)(=O)N3CCCC3)cc2[N+](=O)[O-])CC1 (centres undefined) | -7 | -1 | -11 | -10 | 3 | -5 | 0 | -12 | 13 | -7
CN(CC(=O)NCc1ccc(F)cc1)S(=O)(=O)c1ccc(Br)s1 | -8 | 1 | -2 | x | -2 | -3 | 2 | -2.3 | 8 | -12
CC1CCN(CCCCOc2ccccc2F)CC1 | -3 | 4 | -1 | 6 | 0 | 3 | 1 | 0.3 | -12 | 4
C=CCN1C(=O)/C(=C\c2ccc(Cl)cc2)N=C1SCC(=O)NCCC | 10 | 1 | 10 | -23 | 1 | 5 | 1 | -2.2 | -17 | 1
NS(=O)(=O)c1ccc(CNC(=O)c2ccc(Cl)c([N+](=O)[O-])c2)cc1 | -16 | x | -9 | x | -3 | 8 | 11 | -0.6 | -24 | -5
C=CCN=C1SC(CC)C(=O)N1S(=O)(=O)c1ccc(C)cc1 (centres undefined) | 7 | 9 | 1 | -10 | 1 | -1 | x | -0.1 | 2 | 0
COc1cccc(/C=C/C(=O)OCC(=O)c2c[nH]c3ccccc23)c1 | -6 | 0 | -11 | 6 | 2 | 1 | -2 | -4.2 | -2 | -6
COc1cc(/C=C/C(=O)OC(C)C(=O)Nc2c(C)n(C)n(-c3ccccc3)c2=O)ccc1O (centres undefined) | 1 | 4 | 7 | -25 | -4 | -4 | -1 | 0.1 | 10 | 0
Cc1onc(-c2ccccc2Cl)c1C(=O)NCc1cccnc1 | 7 | 0 | 3 | -41 | 7 | 1 | -2 | 0.6 | 5 | 4
CC(=O)c1oc2ccccc2c1NC(=O)COC(=O)c1ccc(-n2nc(C)cc2C)cc1 | -11 | x | x | -30 | -1 | 5 | 1 | 2.6 | -29 | 0
CN(Cc1ccccc1F)C(=O)CNC(=O)Cc1cccc2ccccc12 | -7 | 2 | -1 | 2 | 6 | 1 | 4 | -0.5 | -13 | -3
CC1Cc2ccccc2N1Cc1nc2cc(C(F)(F)F)ccc2c(=O)[nH]1 (centres undefined) | -16 | -1 | -5 | 13 | 4 | 3 | x | -1.4 | -6 | -10
Cc1cc(-c2ccccc2)[nH]c(=O)c1S(=O)(=O)c1ccc(Cl)cc1 | -4 | 0 | x | 8 | -3 | 3 | -3 | -1.8 | -21 | u
Cc1ccc(-c2nn(-c3ccccc3)cc2/C=C(\C#N)c2cccc(C#N)c2)o1 | 4 | -2 | 4 | 67 | -3 | -3 | x | -0.3 | 7 | -9
Cc1ccc(-c2nnn(CC(=O)N(Cc3cccs3)C(C(=O)NC3CCCC3)c3ccco3)n2)o1 (centres undefined) | 8 | -1 | -2 | 9 | 1 | 1 | -10 | 1.0 | -1 | 0
CCn1c(=O)c([N+](=O)[O-])c(N2CCSCC2)c2ccccc21 | -12 | 0 | x | -15 | 4 | 1 | 2 | 1.2 | 19 | -12
COc1ccc(/C=C2\SC(=S)N(CCC(=O)Nc3cccc(C(=O)O)c3)C2=O)cc1OC | 1 | 4 | -3 | -33 | -3 | -1 | 15 | -1.4 | 6 | 0
CCc1cccc(CC)c1N(COC)C(=O)Cn1c(C(C)O)nc2ccccc21 (centres undefined) | -16 | 1 | -8 | 7 | 1 | x | x | -3.2 | x | 3
CCSc1nnc(Cc2cc(=O)[nH]c(=O)[nH]2)n1-c1ccc(Cl)cc1 | -9 | x | 8 | 6 | 3 | 10 | 0 | 1.0 | -29 | 0
Cc1ccccc1OCC(=O)NC(=S)Nc1ccc(N2CCCC2)cc1 | -2 | 5 | 2 | 66 | 1 | 4 | -2 | 0.0 | 8 | 2
COC(=O)c1sccc1NC(=O)Nc1cccc(C)c1C | -14 | 0 | -6 | 24 | -1 | 3 | 6 | 0.2 | -18 | -9
COc1ccc(CCNc2ncnc3sccc23)cc1OC | -8 | -2 | -20 | 14 | 4 | 1 | -1 | 2.0 | 8 | 2
O=C(NCCS(=O)(=O)N1CCN(c2cccc(Cl)c2)CC1)C1CC1 | -14 | -1 | -2 | 21 | 0 | -3 | -6 | 0.1 | -20 | -3
Cc1ccc(C)c(C(C)NC(=O)c2ccc(Br)o2)c1 (centres undefined) | 13 | 0 | -8 | -36 | 4 | 4 | -2 | -1.3 | -55 | -4
O=C(O)C1=C[C@@H](c2ccccc2)C[C@@H](OCc2ccc(CO)cc2)O1 | -11 | x | 1 | -14 | 2 | 10 | 1 | 0.1 | 9 | -5
CCCN(C(=O)c1cccc(S(=O)(=O)N2CCN(Cc3ccccc3)CC2)c1)C1CCS(=O)(=O)C1 (centres undefined) | 1 | 2 | -3 | -21 | 0 | 1 | 2 | 0.0 | 12 | -7
COc1ccc(-c2[nH]ncc2CNC(C)CCn2cccn2)cc1F (centres undefined) | -7 | 0 | 21 | 0 | -3 | 1 | -2 | 0.0 | -4 | -1
O=C(NCCC1=CCCCC1)c1ccc(CN2CCOCC2)cc1 | -9 | -1 | 77 | -2 | -1 | -1 | x | -0.1 | -4 | -1

Two compounds picked at random from the list so far:
SMILES | PvdQ inh | NSD2 inh | MITF act | SR-BI DiI inh | V-ATPase pHluor | HTR5A ag ctr | Wnt bcat act | CDK5 inh | HTR5A inv ag | dFosB activator
Cc1ccc(-c2nnn(CC(=O)N(Cc3cccs3)C(C(=O)NC3CCCC3)c3ccco3)n2)o1 (centres undefined) | 8 | -1 | -2 | 9 | 1 | 1 | -10 | 1.0 | -1 | 0
Cc1ccc(-c2nn(-c3ccccc3)cc2/C=C(\C#N)c2cccc(C#N)c2)o1 | 4 | -2 | 4 | 67 | -3 | -3 | x | -0.3 | 7 | -9

Carrying on.
SMILES | PvdQ inh | NSD2 inh | MITF act | SR-BI DiI inh | V-ATPase pHluor | HTR5A ag ctr | Wnt bcat act | CDK5 inh | HTR5A inv ag | dFosB activator
Cc1ccc(S(=O)(=O)N(C)C)cc1NC(=O)COC(=O)C1=COCCO1 | -6 | -4 | 14 | 2 | 0 | -3 | 1 | -0.8 | 7 | -2
O=C(Nc1ccc(S(=O)(=O)Nc2nccs2)cc1)c1nn(-c2ccccc2)ccc1=O | -4 | 12 | 10 | -5 | 2 | 7 | -5 | -0.2 | 3 | -24
Cc1cccc2cc(COC(=O)C3CCCO3)c(=O)[nH]c12 (centres undefined) | -9 | -4 | 1 | -8 | 2 | -1 | x | 0.0 | -11 | 0
O=C(COC(=O)/C=C/c1ccc(Cl)cc1)Nc1cccc(S(=O)(=O)NC2=NCCCCC2)c1 | -4 | -1 | -7 | -5 | -1 | -2 | 1 | -0.5 | 4 | -20
COc1ccc(CNC(=O)c2ccc3ccccc3n2)cc1 | -2 | -3 | x | 13 | -5 | -5 | 1 | 1.2 | 18 | 4
CC(=O)Nc1cc(-c2ccc(F)cc2)[nH]n1 | -11 | -4 | -7 | -23 | 3 | 0 | 0 | 8.2 | 31 | -5
COc1ccc(NC(=O)CN(c2cc(C)cc(C)c2)S(=O)(=O)c2c(C)n[nH]c2C)cc1 | -15 | x | 12 | 11 | 0 | 3 | 1 | -1.6 | -10 | 2
CCCN1C(=O)C(NC(C)=O)c2cc(OC)ccc21 (centres undefined) | -3 | -4 | 5 | -37 | 3 | -2 | 0 | -3.0 | 4 | -2
Nc1ccc(C23CC4CC(CC(CO)(C4)C2)C3)cc1 | -14 | 4 | 6 | -3 | 7 | 1 | -4 | 0.2 | -3 | -1
Cc1cc(NC(=O)CSc2nnc(C(C)N(C)C)n2Cc2ccccc2)no1 (centres undefined) | -2 | 0 | x | -5 | 4 | 0 | x | -1.2 | -14 | -11
O=C(Nc1ccc(NC(=O)C23CC4CC(CC(C4)C2)C3)cn1)c1ccco1 | -7 | 1 | 96* | 0 | -1 | -5 | x | -1.1 | 17 | 6
COc1ccc(-c2csc(N3CCC(c4ccccc4)C3)n2)cc1 (centres undefined) | -7 | -1 | 66 | 8 | 0 | 0 | -4 | 0.8 | -1 | -11
Cc1ccc(N(CC(=O)NC2CCCC2)C(=O)CNC(=O)c2cccs2)c(C)c1 | -21 | 3 | 7 | 36 | 0 | -1 | -3 | -4.4 | 10 | -10
O=C(C1CCCN(S(=O)(=O)c2cccnc2)C1)N1CCn2c1nc1ccccc12 (centres undefined) | 1 | x | x | 3 | 3 | x | -2 | 2.7 | x | -21
O=S(=O)(c1cccc2cccc(Cl)c12)N1CCCC1 | -4 | -3 | -2 | 6 | -1 | 7 | 7 | 0.8 | -27 | -10
O=C(O)c1cc(-c2cccs2)nn1-c1ccccc1 | 5 | 4 | -9 | -17 | 0 | -4 | 1 | 0.5 | 10 | 2
COc1cc(NC(=O)CCN2CCN(c3ccccc3F)CC2)cc(OC)c1 | 17 | x | 9 | 9 | 0 | -7 | x | 6.0 | 16 | -3
Fc1ccc(-c2nnc(SCc3ncc(-c4ccccc4)o3)n2CC2CCCO2)cc1 (centres undefined) | -15 | 0 | x | 5 | -1 | -1 | x | -0.3 | -2 | 1
Cc1ccc(CNC(=O)CC(C)S(=O)(=O)c2cc3c(cc2C)NC(=O)CO3)cc1 (centres undefined) | -12 | x | 3 | 0 | -5 | -1 | -1 | -0.4 | 2 | 23*
COc1ccc(N2CCN(C(=O)CCS(=O)(=O)c3ccc(OC)cc3)CC2)cc1 | -9 | 1 | 6 | -15 | 3 | -2 | 0 | 0.2 | 6 | 0
CCOc1ccc(S(=O)(=O)NCCc2cn3ccccc3n2)cc1 | 8 | -2 | 7 | -4 | 6 | -1 | -2 | 0.8 | 16 | -7

3 compounds out of the list above, ordered by the number in dFosB activator, rising.
molecule | PvdQ inh | NSD2 inh | MITF act | SR-BI DiI inh | V-ATPase pHluor | Wnt bcat act | CDK5 inh | dFosB activator
COc1cc(NC(=O)CCN2CCN(c3ccccc3F)CC2)cc(OC)c1 | 17 | x | 9 | 9 | 0 | x | 6.0 | -3
Fc1ccc(-c2nnc(SCc3ncc(-c4ccccc4)o3)n2CC2CCCO2)cc1 (centres undefined) | -15 | 0 | x | 5 | -1 | x | -0.3 | 1
O=C(O)c1cc(-c2cccs2)nn1-c1ccccc1 | 5 | 4 | -9 | -17 | 0 | 1 | 0.5 | 2

Some values from the list:
O=C(NCCS(=O)(=O)N1CCN(c2cccc(Cl)c2)CC1)C1CC1 in dFosB activator is entered as -3
CCOC(=O)C1CCN(CC(O)COc2ccc(S(=O)(=O)N3CCCC3)cc2[N+](=O)[O-])CC1 (centres undefined) in MITF act is entered as -11
CC(=O)c1oc2ccccc2c1NC(=O)COC(=O)c1ccc(-n2nc(C)cc2C)cc1 in V-ATPase pHluor is entered as -1
Cc1cc(NC(=O)CSc2nnc(C(C)N(C)C)n2Cc2ccccc2)no1 (centres undefined) in CDK5 inh is entered as -1.2
Cc1ccc(-c2nnn(CC(=O)N(Cc3cccs3)C(C(=O)NC3CCCC3)c3ccco3)n2)o1 (centres undefined) in V-ATPase pHluor is entered as 1
COc1ccc(-c2[nH]ncc2CNC(C)CCn2cccn2)cc1F (centres undefined) in HTR5A ag ctr is entered as 1
COc1cc(NC(=O)CCN2CCN(c3ccccc3F)CC2)cc(OC)c1 in SR-BI DiI inh is entered as 9
